SF1 activator = activates the human nuclear receptor SF-1 | Q13285 | CHO-K1 Gal4-SF-1 LBD luciferase reporter; % increase over DMSO SF-1-specific signal | activation, % at 10 µM | 65,000 compounds, 1.9% hits | AID 522;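 active = activation above the mean activation of all tested compounds plus 3 SD, cut at about 50% in these data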
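Material: Gal4–SF-1 LBD one-hybrid luciferase reporter in CHO-K1 cells | Amount: 4,000 cells per well | Compound dosing: 10 µM single point, 1% DMSO | Schedule: 20 h compound treatment, 37 °C | Measured by: SteadyLite luciferase luminescence | Evaluation: Percent activation versus DMSO | Control set: DMSO-treated SF-1-transfected cells as negative, DMSO-treated mock-transfected cells lacking SF-1 as background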
tolC growth inh = E. coli tolC mutant growth inhibition | E. coli BW25113 tolC mutant growth, OD615 | growth inhibition, % at 10 µM (by protocol) | 65,000 compounds, 2.2% hits | AID 573;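 active = growth inhibition at or above a cutoff equal to the mean over every tested compound plus 3 SD, cut at about 60% in these data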;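 note: growth measured after 20 h incubation at 37 °C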
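Assay system: tolC-deleted E. coli BW25113. Medium: kanamycin-containing LB broth (50 µg/mL). Dosing: 10 µM final, single dose. Timing: bacterial growth with compound for 20 h at 37 °C. Detection: A615 absorbance measurement. Read-out basis: growth inhibition in percent.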
5HT1E antag = 5-HT1E (human) receptor antagonism. P28566. CHO 5-HT1E Ga15 NFAT-bla reporter, FRET, antagonist. inhibition, % at 6 µM. 65,000 compounds, 0.99% hits;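 active = inhibition above a set limit, the mean inhibition across every tested compound plus 3 SD, cut at about 29% in these data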;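 note: signal is the 460 over 535 nm emission ratio of beta-lactamase substrate; 0% = agonist plus DMSO wells and 100% = wells without agonist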
Target sequence (P28566 whole entry, looked up): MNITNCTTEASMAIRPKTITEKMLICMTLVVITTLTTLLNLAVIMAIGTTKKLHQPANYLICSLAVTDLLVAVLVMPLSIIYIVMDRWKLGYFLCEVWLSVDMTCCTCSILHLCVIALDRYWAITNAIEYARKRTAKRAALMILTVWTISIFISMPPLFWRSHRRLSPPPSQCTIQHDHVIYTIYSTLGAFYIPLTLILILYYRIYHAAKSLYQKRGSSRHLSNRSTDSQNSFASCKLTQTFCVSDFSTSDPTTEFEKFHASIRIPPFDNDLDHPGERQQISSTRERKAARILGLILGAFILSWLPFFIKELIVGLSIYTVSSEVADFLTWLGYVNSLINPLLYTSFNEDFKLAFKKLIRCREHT
5HT1a antag = antagonists of human 5-HT1a serotonin receptor. P08908. CHO 5-HT1a Ga15 NFAT-bla reporter, antagonist mode. inhibition, % at 10 µM. 62,000 compounds, 0.68% hits. AID 612;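 active = inhibition above the mean of all tested compounds plus 3 SD, cut at about 43% in these data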;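 note: receptor stimulated by 5-CT agonist at 100 nM near EC80; beta-lactamase reporter measured by ratiometric fluorescence of a cleavable substrate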
RORa activator = activators of human nuclear receptor RORA. 65,000 compounds, 1.5% hits. activation, % at 10 µM. CHO-K1 Gal4-RORA LBD luciferase reporter, luminescence; percent increase over mock-subtracted basal signal;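 active = activation above the mean of all tested compounds plus 3 SD, cut at about 49% in these data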;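 note: 0% = DMSO-treated RORA cells and 100% = added signal equal to DMSO minus mock-transfected cells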
5HT1E ag = agonists of human 5-HT1E serotonin receptor. P28566. CHO 5-HT1E Ga15 NFAT-bla reporter, FRET; 0% DMSO wells, 100% control agonist wells. activation, % at 6 µM. 65,000 compounds, 0.69% hits. AID 574;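 active = activation above a set limit, the screen-wide mean activation plus 3 SD, cut at about 8.5% in these data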;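 note: 100% = positive control agonist at 1 µM giving full maximal response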
AP complement = alternative pathway complement inhibition, orthogonal assay; Human serum alternative complement pathway, LPS-coated ELISA, C3 deposition; tested in compound mixtures; inhibition, % at 5 µM; 62,000 compounds, 0.08% hits;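 active = inhibition above 30% in each of the two pooled mixtures holding the compound, so the lower value exceeds 30%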;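 note: 0% = serum in Mg-EGTA without compound and 100% = EDTA serum blank; some compounds past the cut are filed as inactive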
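Test system – human serum alternative complement pathway, C3 deposition on LPS-coated wells · Buffer or medium – diluted human serum in Mg2+-EGTA GVB++ · Compound dosing – 5 µM each compound, pools of ten, 50 µM per pool · Schedule – 1 h serum-compound exposure at 37 °C · Measured by – Anti-C3 ELISA, OD 450 nm · Read-out basis – percent inhibition of C3 deposition onto LPS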
S1P1 ag pot = S1P1 (human) agonism or agonism potentiation. S1P1 CRE-bla cells, forskolin, beta-lactamase FRET, potentiator mode; S1P1 agonist co-added at EC20, 2 nM; 100% = saturating reference agonist, 0% = basal. P21453. 56,000 compounds, 0.57% hits. activation, % at 9.5 µM;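 active = activation above a cutoff set at the mean activation of all tested compounds plus 3 SD, cut at about 54% in these data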;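 note: forskolin at 4 µM as EC80 and the EC20 agonist is SEW2871; 100% = SEW2871 at its EC100 plus forskolin at EC80; some compounds past the cut are filed as inactive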
S1P3 ag = activates the human S1P3 receptor; activation, % at 4.5 µM; 60,000 compounds, 0.1% hits; S1P3 NFAT-BLA reporter cells, agonism, FRET ratio; relative to 1 µM S1P, basal subtracted; Q99500; AID 373;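 active = activation above the screen-wide mean plus 3 SD, cut at about 4.5% in these data, passing the limit was not always enough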; note: some compounds called inactive have numbers as strong as hits
Target sequence (Q99500 whole entry, looked up): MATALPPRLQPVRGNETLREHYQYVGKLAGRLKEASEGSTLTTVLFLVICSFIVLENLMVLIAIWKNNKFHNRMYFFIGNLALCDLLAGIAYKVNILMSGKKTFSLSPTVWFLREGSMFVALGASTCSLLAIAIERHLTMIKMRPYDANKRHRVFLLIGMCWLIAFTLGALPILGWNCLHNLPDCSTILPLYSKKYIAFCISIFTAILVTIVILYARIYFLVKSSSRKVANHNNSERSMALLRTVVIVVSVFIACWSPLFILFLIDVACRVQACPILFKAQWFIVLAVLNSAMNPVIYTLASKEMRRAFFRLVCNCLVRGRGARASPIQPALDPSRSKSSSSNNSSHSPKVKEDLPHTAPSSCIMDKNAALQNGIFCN
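Measure – % activation relative to 1 µM S1P (100%), per plate · System – stable CHO line with human S1P3, Gα16, NFAT-BLA reporter · Timing – cells plated overnight, compound 4 h 37 °C, substrate 2 h RT · Technique – fluorescent BLA substrate, ex 405 nm, em 460/535 nm ratio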
Starred values were filed as active, the others as inactive; x = no result given.

No.	compound	SF1 activator	tolC growth inh	5HT1E antag	5HT1a antag	RORa activator
1	CS(=O)(=O)N(CC(=O)NCc1ccc2c(c1)OCO2)c1ccccc1	27	-8	6	13	-6
2	CCOCCCNC(=O)c1c(-c2ccccc2)noc1C	10	-22	-4	-16	-9
3	O=C(Nc1ccc(Cl)cc1)NC1CCCC1Cc1ccco1 (centres undefined)	6	100*	9	21	-6
4	Cn1c(N2CCOCC2)nc2c1c(=O)n(Cc1ccc(Cl)cc1)c(=O)n2C	-3	4	-1	x	5
5	O=C(CN1C(=O)c2cccc3cccc1c23)N1CCc2ccccc2C1	-5	7	0	5	-8
6	COC(=O)c1ccc(NC(=O)CSc2nncn2C)cc1	6	-12	-4	-1	-16
7	CC(C)(C)NC(=O)CSc1nnc(CN2CCCCCC2=O)n1-c1ccccn1	14	-19	-4	-12	13
8	COc1cccc(-c2nnc3sc(-c4cccs4)nn23)c1	70*	20	20	x	30
9	CNC(=O)C1CC(=O)N(c2ccc(F)c(Cl)c2)C1 (centres undefined)	12	-20	-4	-4	-5
10	Cc1occc1-c1nnc(SCC(=O)c2ccccc2)n1CC1CCCO1 (centres undefined)	-14	-3	3	7	-14
11	Cc1cccc2sc(NC(=O)CNS(=O)(=O)c3ccc(Br)s3)nc12	-3	31	-1	5	14
12	Cc1ccc(S(=O)(=O)N2CCN(CCO)CC2)cc1-c1nnc2c3ccccc3c(C)nn12	11	-22	0	-8	8
13	COc1ccccc1-c1nn2c(C3COc4ccccc4O3)nnc2s1 (centres undefined)	-6	41	2	0	-1
14	Cc1cc(OCCOCCN(C)CCO)cc(C)c1Cl	8	-9	-2	-10	-24
15	CCOC(=O)CCc1c(C)nc2c(c(C)nn2C(C)(C)C)c1C	4	37	-8	-9	6

No.	5HT1E ag	AP complement	S1P1 ag pot	S1P3 ag
1	-1.4	0	-6	-1.0
2	0.5	1	-27	-0.8
3	0.1	7	10	-0.9
4	-0.6	15	-4	0.0
5	0.3	x	x	0.1
6	0.4	10	12	0.9
7	-0.4	6	-1	0.7
8	0.0	x	15	-1.0
9	-0.4	7	-11	0.4
10	-0.5	-1	16	-0.5
11	0.3	2	8	-1.3
12	0.9	-1	-12	-0.6
13	0.7	12	6	-0.6
14	-0.6	2	-31	-0.5
15	0.0	28	-8	-0.9

5 entries from above, screen by screen.
9	CNC(=O)C1CC(=O)N(c2ccc(F)c(Cl)c2)C1 (centres undefined)
10	Cc1occc1-c1nnc(SCC(=O)c2ccccc2)n1CC1CCCO1 (centres undefined)
11	Cc1cccc2sc(NC(=O)CNS(=O)(=O)c3ccc(Br)s3)nc12
12	Cc1ccc(S(=O)(=O)N2CCN(CCO)CC2)cc1-c1nnc2c3ccccc3c(C)nn12
13	COc1ccccc1-c1nn2c(C3COc4ccccc4O3)nnc2s1 (centres undefined)

assay / entry	9	10	11	12	13
SF1 activator	12	-14	-3	11	-6
tolC growth inh	-20	-3	31	-22	41
5HT1E antag	-4	3	-1	0	2
5HT1a antag	-4	7	5	-8	0
RORa activator	-5	-14	14	8	-1
5HT1E ag	-0.4	-0.5	0.3	0.9	0.7
AP complement	7	-1	2	-1	12
S1P1 ag pot	-11	16	8	-12	6
S1P3 ag	0.4	-0.5	-1.3	-0.6	-0.6

Continuation:
No.	compound	SF1 activator	tolC growth inh	5HT1E antag	5HT1a antag	RORa activator
16	COC(=O)CN1C(=O)C2(C(C#N)=C(N)Oc3n[nH]c(-c4cccs4)c32)c2ccccc21 (centres undefined)	-4	4	1	-4	-13
17	Cc1cc2nc(-c3ccc(NC(=O)C(C)C)cc3)oc2cc1C	19	13	-12	7	48
18	COc1c(F)c(F)c(-c2csc(N)n2)c(F)c1F	11	10	-7	-6	19
19	CC(NS(=O)(=O)c1ccccc1)C(c1cccs1)N1CCN(C)CC1 (centres undefined)	-2	-13	3	1	2
20	CCC1S/C(=C(\C#N)C(=O)NCc2ccco2)N(c2ccc(F)cc2)C1=O (centres undefined)	2	1	3	9	-9
21	CCCn1c(SCC(=O)N2CCN(c3ccccc3)CC2)nc2ccccc2c1=O	6	14	-6	5	-2
22	Cc1cc(C)c2nc(N3CCCC(C(=O)NCCN4CCOCC4)C3)sc2c1 (centres undefined)	35	-2	-12	2	44
23	Cn1c(=O)c2c(nc(N3CCN(Cc4ccccc4)CC3)n2CC(=O)c2ccccc2)n(C)c1=O	7	12	-2	x	1
24	Cc1cc(N2CCN(c3nc(N4CCOCC4)nc4ccccc34)CC2)c2ccccc2n1	10	-1	-16	9	-8
25	Cn1c(NCCCN2CCOCC2)nc2c1c(=O)n(Cc1ccc(Cl)cc1)c(=O)n2C	6	-3	-9	5	0
26	CCCn1cc(S(=O)(=O)CC(=O)N2CCc3ccccc32)c2ccccc21	23	16	-1	10	9
27	CCC(C)N(C(=O)COC(=O)c1[nH]c(C)c(C(C)=O)c1C)C1CCS(=O)(=O)C1 (centres undefined)	-2	-14	0	1	8
28	O=C(Cn1c(=O)oc2cc(S(=O)(=O)N3CCc4ccccc43)ccc21)N1CCCCC1	-11	24	2	2	-20
29	CCCOP(=O)(c1ccc(N(C)C)cc1)C(O)c1ccccc1OC (centres undefined)	-8	-2	5	-5	-7
30	CCOC(=O)N1CCN(C(=O)C2CCN(S(=O)(=O)c3cc(Cl)ccc3Cl)CC2)CC1	-1	11	-2	-6	8

No.	5HT1E ag	AP complement	S1P1 ag pot	S1P3 ag
16	-0.8	7	x	x
17	0.3	10	108*	-2.2
18	1.1	11	1	-0.4
19	-0.5	5	x	x
20	-0.6	0	-16	-0.5
21	0.1	-20	21	0.8
22	0.2	10	7	-0.4
23	-0.2	x	-12	-0.7
24	0.7	10	-26	-0.9
25	-0.1	-15	-6	-0.7
26	0.1	18	x	x
27	0.0	0	x	x
28	1.3	19	-5	-1.2
29	-1.5	-7	-11	-0.4
30	0.1	-12	-3	-0.2

No.	compound	SF1 activator	tolC growth inh	5HT1E antag	5HT1a antag	RORa activator
31	Cc1csc(NC(=O)CCCSc2nc3ccccc3s2)n1	-28	36	3	20	-15
32	CCOc1ccc(Cn2c(O)cc(=O)[nH]c2=O)cc1	10	4	6	x	4
33	CC1CCN(C(=O)CSCC(=O)Nc2nc(-c3cccs3)cs2)CC1	22	44	10	10	36
34	CCOC(=O)N1CCN(c2c(N3CCc4ccccc43)c(=O)c2=O)CC1	9	0	1	3	-4
35	Cc1cc2ncn(C(=O)c3ccc4c(c3)OCO4)c2cc1C	18	14	-6	-4	-13
36	CCOC(=O)N1CCC(N2CCN(S(=O)(=O)CC)CC2)CC1	-18	-32	-5	9	-1
37	COc1ccccc1N=C(C)C1=C(O)CSC1=O	3	-1	-4	10	-6
38	CN(C)S(=O)(=O)c1ccc2nc(NC(=O)c3cccnc3)sc2c1	62*	7	6	12	33
39	Cc1ccc(S(=O)(=O)N2CCCC2CO)cc1 (centres undefined)	-3	-7	1	8	7
40	COC(=O)c1cc(-c2cccc(OC)c2)n[nH]1	6	-4	5	-2	1
41	CCOc1ccc(N(CC(=O)NCC2CCCO2)S(=O)(=O)c2ccc(OC)c(OC)c2)cc1 (centres undefined)	-21	2	-12	-10	-8
42	CCCN(CCC)S(=O)(=O)c1ccc(NS(C)(=O)=O)cc1	31	13	-5	1	-5
43	CC(=O)CCc1c(C)[nH]c2ccc(NC(C)=O)cc2c1=O	10	-16	-10	-9	-12
44	CCc1cccc(C)c1NC(=O)C1=C(C(=O)O)CCCC1	-3	-19	6	0	-3
45	CCOC(=O)C1C(C)N=C2SCC(=O)N2C1c1cccc(Br)c1 (centres undefined)	2	27	9	17	-6

No.	5HT1E ag	AP complement	S1P1 ag pot	S1P3 ag
31	0.9	11	1	-1.4
32	-1.5	x	16	-2.9
33	0.0	10	2	-0.6
34	0.8	-8	-1	-1.1
35	0.4	-12	7	-1.0
36	0.0	-13	-8	-0.4
37	-0.2	0	-24	-0.6
38	0.3	14	x	-0.9
39	-1.8	1	12	-1.4
40	0.5	5	-43	0.1
41	0.7	8	-15	-1.1
42	0.1	8	x	-0.8
43	-1.1	8	-13	0.4
44	0.0	11	2	-1.3
45	-0.7	-4	-24	-0.9

No.	compound	SF1 activator	tolC growth inh	5HT1E antag	5HT1a antag	RORa activator
46	CSc1cc(/C=N/O)c(SC)s1	-16	0	0	7	3
47	O=C(Nc1ccc(N2CCOCC2)c(Cl)c1)c1cccnc1	36	-8	6	8	22
48	O=C(CN(Cc1ccccc1)C(=O)CCC(=O)Nc1ccccn1)NCc1ccco1	7	-18	-6	-7	3
49	COc1cc(CC(=O)Nc2ccc(S(=O)(=O)Nc3ncccn3)cc2)cc(OC)c1OC	-6	-6	7	3	-1
50	O=C(O)CCCNCc1ccccc1F	2	-4	-3	-7	-12

No.	5HT1E ag	AP complement	S1P1 ag pot	S1P3 ag
46	-0.3	-1	-18	1.0
47	-1.0	11	-3	-0.4
48	-0.3	6	14	-0.3
49	-0.5	0	0	-1.5
50	-1.2	6	x	x
